HCMV inh: blocks human cytomegalovirus replication | HFF cells, HCMV-luciferase reporter, 72 h; active compounds read low | activity change, negative = inhibition, % at 57.5 µM | 4.5% of 410,000 active | AID 1259415; in the data active = activity change below about -60%; inconclusive = no clear call, values can overlap the other calls; inactive = above about -39%
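Cell-based, HFFs, 1000 cells/well, 16 h 37C; cpds in DMSO + HCMV-luc, MOI 1 PFU/cell; 72 h 37C; OneGlo luminescence after 5 min RT; norm. to buffer vs Salinomycin 10uM.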
AmpC detergent: AmpC beta-lactamase inhibition with detergent present | P00811 | AmpC hydrolysis of nitrocefin, absorbance 480 nm, 0.01% Triton | AID 485294 | Potency, µM (doses to about 114 µM), without a hit: at the top dose activity change, negative = inhibition, usual class: inhibitors | 0.041% of 370,000 active;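 note: potency is the fitted concentration of half-maximal effect; 0% = no-compound wells and -100% = no-enzyme wells; nearly all actives have a fitted effect of over 25% in size; some results filed as inactive show a strong effect at the top dose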
Target sequence (P00811 whole entry, looked up): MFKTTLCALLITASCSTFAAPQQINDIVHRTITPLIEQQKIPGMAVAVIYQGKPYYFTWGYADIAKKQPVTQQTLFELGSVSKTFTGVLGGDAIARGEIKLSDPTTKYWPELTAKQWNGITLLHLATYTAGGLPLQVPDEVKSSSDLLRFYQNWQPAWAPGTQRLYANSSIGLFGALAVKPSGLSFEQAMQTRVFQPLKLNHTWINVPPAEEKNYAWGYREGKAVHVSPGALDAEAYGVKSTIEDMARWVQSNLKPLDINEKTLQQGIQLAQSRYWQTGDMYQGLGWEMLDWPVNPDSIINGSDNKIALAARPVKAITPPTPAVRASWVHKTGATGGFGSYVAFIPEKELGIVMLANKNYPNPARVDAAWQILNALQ
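20 mM phosphate pH 7.0 + 0.01% (detergent screen) or 0.0001% Triton X-100; 5.3 nM AmpC reagent; cpd preinc 15 min RT; nitrocefin (800 uM stock) to start; A480 q20 s × 4 min; Activity was normalised to no-enzyme and no-compound control wells.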
HCV inh: blocks hepatitis C virus; Potency, µM (doses to about 41.8 µM), inactives show at the top dose activity change, negative = inhibition, usual class: inhibitors; Huh7.5.1 HCVcc-Cre infection, luciferase reporter, 44 h; 3.4% of 340,000 active; note: potency is the fitted concentration of half-maximal effect
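Luciferase read-out (15 sec integration) after a 15 min room-temperature substrate step quantifies HCVcc-Cre infection. Cells, 1,000 per well, had compound added 4 h post-plating, then virus at ~0.5 moi, and were cultured 44 h.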
Sm TGR inh: S. mansoni TGR enzyme inhibition; Q962Y6; 3% of 360,000 active; Potency, µM (doses to about 114 µM), for the others: at the highest dose activity change, negative = inhibition, actives largely listed as inhibitors; purified TGR, DTNB reduction, TNB absorbance 405 nm; note: potency is the fitted concentration of half-maximal effect; nearly all actives have a fitted effect of over 60% in size
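TGR 20 nM + NADPH 100 uM (dispensed conc.), cpd preinc 15 min RT; start with NADPH (500 uM addition) then DTNB (15 mM addition). Kinetic TNB absorbance, 405 nm filter. Four-parameter Hill fit across titration.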
FBPA Giardia inh: blocks Giardia fructose-bisphosphate aldolase activity; purified Giardia FBPA; Potency, µM (titrated, usually from 59.6 µM), without a hit: at the top dose activity, negative = inhibition, hits mostly inhibitors; 0.71% of 290,000 active; note: potency is the fitted concentration of half-maximal effect; nearly all actives have a fitted effect of over 55% in size
Target sequence (A8B2U2 whole entry, looked up): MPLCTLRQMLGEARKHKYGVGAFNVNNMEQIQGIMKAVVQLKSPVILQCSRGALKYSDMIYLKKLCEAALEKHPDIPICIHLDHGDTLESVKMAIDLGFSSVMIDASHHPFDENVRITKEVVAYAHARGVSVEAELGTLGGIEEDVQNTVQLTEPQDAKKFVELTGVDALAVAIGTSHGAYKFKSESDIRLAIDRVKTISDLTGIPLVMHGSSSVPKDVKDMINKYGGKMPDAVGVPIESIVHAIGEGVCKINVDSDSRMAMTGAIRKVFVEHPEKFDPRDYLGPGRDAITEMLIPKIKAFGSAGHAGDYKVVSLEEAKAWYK
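Giardia FBPA (40 nM reagent) was preincubated 10 min at RT with compound (up to 57.5 uM final), then substrate plus GAPDH/TPI/NAD/arsenate coupling system with diaphorase/resazurin was added; resorufin fluorescence (525/598 nm) was read after 20 min.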
AmpC inh no detg: inhibitors of E. coli AmpC beta-lactamase without detergent; Potency, µM (top dose mostly 57.1 µM), inactives show at the top dose activity change, negative = inhibition, hits mostly inhibitors; AID 485341; AmpC nitrocefin hydrolysis, absorbance 480 nm, 0.0001% Triton; 0.52% of 330,000 active;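 note: potency is the fitted concentration of half-maximal effect; plate controls were no compound for no effect and no enzyme for full effect; nearly all actives have a fitted effect of over 20% in size; some results filed as inactive show a strong effect at the top dose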
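AmpC (5.3 nM in the dispensed reagent) in 20 mM phosphate pH 7.0 with 0.01% (detergent screen) or 0.0001% Triton X-100 was preincubated with compounds for 15 min at room temperature. Nitrocefin was then added from an 800 uM solution, and hydrolysis was followed at 480 nm.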
The depositor's hits bear a star; ? = inconclusive; . = not tested or not shown; [ ] = another dose, or the depositor's remark. Unless noted, calls come from the whole dose curve; as a rule, active = well fitted curve in the direction sought with a large enough effect; inconclusive = small, poorly fitted or top-dose-only effect, or another doubt; inactive = no such curve, though single readings can be large; an effect the other way counts as inactive or inconclusive. Unless noted, % is set by controls: 0 for no effect and ±100 for the full control effect.

SMILES	HCMV inh	AmpC detergent	HCV inh	Sm TGR inh	FBPA Giardia inh	AmpC inh no detg
Cn1c(SCc2ccccc2C#N)nc2ccccc2c1=O	-9	-13%	-14%	-18%	3%	-31%
CC(C)(C)OC(=O)C[C@@H]1C/C=C\C[C@@H](CC(=O)N(CCO)Cc2ccccc2)C(=O)N[C@H](Cc2c[nH]c3ccccc23)COC1=O	17	.	?	.	.	175%[activator]
Cn1c(C(=O)O)c(CC(=O)NCC2COc3ccccc3O2)c2ccccc21 (stereo unspecified)	-16	5%	23%	5%	11%	-16%
COc1ccc(C2C(C(C)=O)=C(C)Nc3ncnn32)cc1 (stereo unspecified)	49	-7%	-4%	35µM*	-7%	-1%
Cn1cc(CNC(=O)C2CCC(=O)N(Cc3ccccc3F)C2)cn1 (stereo unspecified)	-10	-2%	.	6%	2%	-3%
CCN(CC)CCCN=C(C)c1c(O)n(-c2ccccc2)c(=O)[nH]c1=O	39	-11%	-4%	0%	2%	-12%
Cc1cc(C(=O)Nc2ccc(Nc3ccccc3)cc2)ccc1[N+](=O)[O-]	-21	-7%	11µM*	-1%	-16%	-39%
COc1cc(/C=C/C(=O)OCC(=O)NCCc2ccc(S(N)(=O)=O)cc2)ccc1OCC#N	-17	-21%	?	1%	.	-9%
O=C(O)CCC(=O)N1CCN(c2ncccn2)CC1	-7	-1%	12%	17%	4%	0%
O=C(CCNS(=O)(=O)/C=C/c1ccccc1)NCCc1c[nH]c2ccccc12	5	3%	-13%	-2%	6%	-9%
CC(O)Cc1nsc(NC(=O)c2ccc(Br)o2)n1 (stereo unspecified)	-11	-14%	27%	-7%	0%	-6%
CCOC(=O)N1CCN(C(=O)COc2ccc3ccccc3c2Br)CC1	-31	4%	-21%	-4%	.	197%[activator]
COCCNS(=O)(=O)c1cc(-c2nn(C)c(=O)c3ccccc23)ccc1C	212	?	-12%	-14%	-3%	9%
COC(=O)[C@@]12CCCCN1[C@H](c1ccc(-c3ccc(F)cc3)cc1)[C@@H]1C(=O)N(C)C(=O)[C@@H]12	0	1%	-19%	?	.	75%[activator]
Cc1ccc(Cl)c(NC(=O)COC(=O)CNS(=O)(=O)/C=C/c2ccccc2)c1Cl	6	-5%	7%	-7%	9%	-32%
Cn1nc(C(F)(F)F)c(-c2ccc(Br)cc2)c1NC(=O)C1CCC1C(=O)O (stereo unspecified)	10	1%	14%	6%	15%	-6%
C=CCc1cccc2cc(C(=O)NCc3cccnc3)c(=O)oc12	8	0%	?	7%	1%	35%
COc1ccccc1C(OC(=O)c1ccco1)C(=O)NCc1ccc(F)cc1 (stereo unspecified)	-3	0%	0%	5%	-1%	-3%
CCC(CNc1cc(OC)cc2cccnc12)NC1CCCCC1 (stereo unspecified)	-23	0%	-21%	20%	?	-1%
C/C(=N/NC(=O)c1cc(C2CC2)[nH]n1)c1cccs1	-34	2%	-11%	-21%	1%	-15%

Continued; it opens with the 2 that closed the last part.
SMILES	HCMV inh	AmpC detergent	HCV inh	Sm TGR inh	FBPA Giardia inh	AmpC inh no detg
CCC(CNc1cc(OC)cc2cccnc12)NC1CCCCC1 (stereo unspecified)	-23	0%	-21%	20%	?	-1%
C/C(=N/NC(=O)c1cc(C2CC2)[nH]n1)c1cccs1	-34	2%	-11%	-21%	1%	-15%
Cc1ccc2c(c1)N(CCC(=O)NCC1CCCO1)C(=O)CO2 (stereo unspecified)	4	?	21%	-24%	1%	-17%
COc1ccccc1OCCNC(=O)c1cc(F)c(F)cc1Cl	99	-6%	-1%	-10%	1%	-19%
CC1C(=O)CCN(C(C)(C)C)C1C (stereo unspecified)	11	?	9%	1%	1%	-15%
CCOC(=O)C1CCN(C(=O)CSc2ccc(Br)cc2)CC1	-26	-11%	9%	.	1%	37%
COc1ccc(CSc2nnc(CNS(C)(=O)=O)o2)cc1	-11	-10%	21%	4%	4%	-20%
COc1ccc(NC(=O)C2CCN(S(=O)(=O)c3cn(C)cn3)CC2)cc1Cl	-5	19%	.	8%	.	.
O=C(CN1N=C(c2ccccc2)CCC1=O)NCc1cccs1	10	-14%	-12%	-4%	-2%	-1%
CC(=O)C1=C(O)C(=O)N(c2ccc(S(=O)(=O)Nc3nccs3)cc2)C1c1ccc(F)cc1 (stereo unspecified)	-9	1%	6%	2%	8%	-23%
O=C(c1ccco1)N1CCN(Cc2c(Cl)cccc2Cl)CC1	35	-16%	-10%	-11%	6%	2%
O=c1c2c3nc4ccccc4nc3n(/N=C/c3cccs3)c2ncn1-c1ccccc1	.	-6%	?	3%	6%	-29%

Complete entries from above. Order of screens: HCMV inh, AmpC detergent, HCV inh, Sm TGR inh, FBPA Giardia inh, AmpC inh no detg
`CC(C)(C)OC(=O)C[C@@H]1C/C=C\C[C@@H](CC(=O)N(CCO)Cc2ccccc2)C(=O)N[C@H](Cc2c[nH]c3ccccc23)COC1=O` is entered as 17, ., ?, ., ., 175%[activator]
`CC(=O)C1=C(O)C(=O)N(c2ccc(S(=O)(=O)Nc3nccs3)cc2)C1c1ccc(F)cc1` (stereo unspecified) is entered as -9, 1%, 6%, 2%, 8%, -23%
`COc1cc(/C=C/C(=O)OCC(=O)NCCc2ccc(S(N)(=O)=O)cc2)ccc1OCC#N` is entered as -17, -21%, ?, 1%, ., -9%
`CC(O)Cc1nsc(NC(=O)c2ccc(Br)o2)n1` (stereo unspecified) is entered as -11, -14%, 27%, -7%, 0%, -6%
`O=C(CCNS(=O)(=O)/C=C/c1ccccc1)NCCc1c[nH]c2ccccc12` is entered as 5, 3%, -13%, -2%, 6%, -9%

The list continues.
SMILES	HCMV inh	AmpC detergent	HCV inh	Sm TGR inh	FBPA Giardia inh	AmpC inh no detg
C/C(CC1CC(C)(C)OC1=O)=N\NC(N)=S (stereo unspecified)	?	2%	-24%	3%	20µM*	-17%
CN1CCN(c2ncnc3ccc(Br)cc23)CC1	?	-1%	-10%	-3%	5%	-21%
C=CCNC(=S)NCc1ccccc1OC	?	-9%	-27%	-14%	-6%	-4%[2.29 µM]
O=C(N/C(=C\c1ccccc1)C(=O)N1CCOCC1)c1ccccc1Br	-33	-9%	18%	3%	8%	5%
O=C(COc1ccc(Cl)c2cccnc12)N1CCOCC1	0	4%	19%	3%	.	2%
COc1ccc(-c2c(C)nn3c(N4CCN(c5ccccc5F)CC4)cc(C)nc23)cc1OC	-1	5%	.	-2%	.	.
CCOC(=O)/C(=N\Nc1ccccc1Cl)N(C)C1CCS(=O)(=O)C1 (stereo unspecified)	42	2%	4%	2%	-1%	49%
Clc1ccc(/C=N/Nc2nc(Cl)nc3ccccc23)cc1	72	9%	-15%	9%	-8%	18µM*
c1ccc2oc(NC3=NCN(C4CCCCC4)CN3)nc2c1	56	?	7%	1%	0%	-18%
CCN(c1ccccc1)S(=O)(=O)c1ccc(C(=O)Nc2cccc(NC(C)=O)c2)cc1	-7	.	-1%	.	.	-6%
CC(C)n1nnnc1SCC(=O)Nc1ccccc1N1CCOCC1	?	-9%	22%	-8%	6%	9%
O=C(N/N=C/c1cccnc1)c1cc(C2CC2)nc2ccccc12	.	-3%	9%	4%	-5%	-3%
N#Cc1c(N)nc2c(c1-c1cccnc1)CCCCC2	-62*	?	-16%	0%	-2%	-24%
CN(C)S(=O)(=O)c1cccc(C(=O)Nc2cccnc2)c1	-21	-10%	-4%	4%	1%	-10%
COc1ccc2nc(NC(=O)c3ccccc3O)sc2c1	0	0%	9%	-9%	-7%	-32%
Cc1ccc(NC(=O)CCC(=O)OCC(=O)c2ccc(Oc3ccc([N+](=O)[O-])cc3)cc2)cc1C	9	4%	2%	-24%	3%	-13%
CC[C@]12c3[nH]c4ccccc4c3CCN1C(=O)C(CC(=O)NCCc1ccccn1)C[C@@H]2C(=O)N1CCN(C(=O)c2ccco2)CC1 (stereo partly specified)	5	.	0.56µM*	.	.	191%[activator]
COc1ccc(NC(=O)CSc2nc(-c3cc(OC)c(OC)c(OC)c3)[nH]c2-c2ccc(F)cc2)cc1	128	1%	.	0%	.	.
CSc1ccc(CN(C)C(=O)c2cc(=O)[nH]c3ccccc23)cc1	-29	-5%	13%	1%	1%	-4%
CC(C)[C@H](NC(=O)c1ccccc1Cl)C(=O)OCc1cc(=O)n2cc(Br)ccc2n1	-24	2%	9%	5%	3%	53%
CCn1cc(CN2CCCC(CO)(Cc3ccc(F)cc3)C2)c2ccccc21 (stereo unspecified)	-64*	?	16%	-33%	8%	24%
COc1ccc(/C(C)=N\Nc2nc(-c3ccccc3)cc(=O)[nH]2)cc1	14	-7%	?	-5%	-5%	-28%
COc1ccc(NC(=O)N(C)C[C@H]2Oc3c(NC(=O)Cc4ccccc4)cccc3C(=O)N([C@H](C)CO)C[C@@H]2C)cc1	22	.	16%	.	.	82%[activator]
Cc1cc(C(=O)CSc2nnc(-c3ccco3)o2)c(C)n1-c1ccc2c(c1)OCCO2	-28	-18%	13µM*	7%[11.4 µM]	-29%	-15%
CC1=NN(c2ccccc2)C(=O)C1/C=C1/C(=O)NC(=O)N(c2cccc(C)c2)C1=O (stereo unspecified)	.	-9%	.	0%	27%	-32%
COc1cc(CNC(=O)CSCc2nc3cccnc3n2C2CCCCC2)cc(OC)c1OC	10	3%	.	7%	.	.
CCCC(=O)Nc1ccc(S(=O)(=O)Nc2cc(C)nc(C)n2)cc1	-25	?	-7%	0%	-5%	-21%
CCOC(=O)c1cnn(-c2ccccc2)c1NC(=O)CSc1nnc(-c2cccs2)n1CC	-17	-2%	-14%	2%	5%	16%
Cc1ccc(C)c(N(C(=O)c2snc(C(N)=O)c2N)C(C(=O)NCC2CCCO2)c2cccs2)c1 (stereo unspecified)	-3	4%	?	-9%	-3%	98%[activator]
Cc1ccc2[nH]c(O)c(N=NC(=O)CCc3ccccc3)c2c1Br	-61*	-4%	-23%	-10%	10%	-26%
O=C(Nc1ccccn1)c1ccc(S(=O)(=O)c2ccc(Cl)cc2)cc1	-64*	0%	?	-5%[57.1 µM]	-3%	-14%
CCc1ccc(-c2nc(CN3CCCC(C(=O)N4CCN(c5cc(Cl)ccc5C)CC4)C3)c(C)o2)cc1 (stereo unspecified)	-86*	-4%	.	-9%	.	.
Cc1ccc(C)c(NS(=O)(=O)c2ccc(NC(=O)CSc3ccc(Cl)cc3)cc2)c1	2	3%	?	4%	0%	-36%
CCN(CC)c1ccc(/C=N/n2c(C)cc(C)cc2=O)cc1	14	-16%	-20%	-6%	-2%	-4%
Cc1cccc(NCc2ccc(O)c3ncccc23)c1	-84*	5%	7.1µM*	0.1µM*	-8%	-15%
CC(=O)C1=C(C)N2CCN=C2S1	82	5%	-13%	13%	3%	-15%
CCOc1c(Cl)cc(Cl)cc1CNCCSc1nnnn1C	-2	-4%	.	-10%	.	.
Fc1ccc(C(c2nnnn2Cc2cccs2)N2CCN(C3CCCC3)CC2)cc1 (stereo unspecified)	-9	-14%	?	-31%	-3%	8%
S=c1[nH]nc(-c2ccncc2)n1/N=C/C=C/c1ccccc1	-9	7%	6%	0%	4%	-36%
COc1cccc2cc(C(=O)NCCN3CCOCC3)oc12	-26	3%	4%	-4%	.	-18%
c1cc(CNc2ccc3c(c2)OCCO3)ccn1	-40	4%	3%	-13%	-24%	-25%
